Screening results from PubChem.
UPR XBP1 act: activators of adaptive arm of unfolded protein response (XBP1); CHO-XBP1 luciferase reporter, IRE1-XBP1 UPR activation, luminescence; percent of tunicamycin response, DMSO as zero; activation, % at 20 µM; hit rate 0.33% among 330,000; AID 463104;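 active = versus positive control, 20 µM dose yields 30% or more activation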;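 also: 100% = tunicamycin at 10 µg/mL and 0% = DMSO only wells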
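Material – CHO cell line with stable XBP1 luciferase reporter · Buffer or medium – F12 plus 10% FBS · Compound – single point, 20 µM final compound, 1% DMSO · Schedule – 16-18 h cell attachment at 37 °C, then 6 h compound exposure · Signal – Steady-Glo luminescence read · Benchmarks – high control tunicamycin 10 µg/mL final, low control DMSO vehicle only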
697 NFkB inh: inhibitors of the PMA/ionomycin-induced NF-kB reporter in 697 B cells; 697 B-cell NF-kB luciferase reporter, 16 h; inhibition, % at 4 µM; hit rate 0.33% among 330,000; in the data active = inhibition above about 35%
CXCR6 block: inhibitors of human CXCR6 receptor; O00574; CHO-K1 PathHunter CXCR6 beta-arrestin, luminescence; inhibition, % at 20 µM; hit rate 0.36% among 360,000; AID 602244; in the data active = inhibition above about 34%, passing the limit was not always enough;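 also: antagonist mode with CXCL16 agonist at 10 nM final; 0% = 10 nM CXCL16 with DMSO and 100% = unstimulated wells without agonist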
CHOP UPR activ: activators of apoptotic arm of unfolded protein response (CHOP) | AID 449763 | hit rate 0.34% among 330,000 | CHO-CHOP luciferase reporter, UPR activation, luminescence; percent of tunicamycin response over DMSO baseline | activation, % at 10 µM;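 active = at 10 µM dose, activation of 40% or more, normalized to positive control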;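 also: 100% = tunicamycin at 10 µg/mL and 0% = DMSO alone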
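Test system: CHO CHOP reporter cells. Input: 500 CHO-CHOP cells per well. Medium: F12 with 10% FBS. Technique: luciferase luminescence. Measure: percent activation relative to tunicamycin control. Dosing: 10 µM compound, 0.5% DMSO. Timing: 16-18 h cell attachment, then 6 h compound exposure, 37 °C.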
EBI2 block: EBI2 (human) antagonism. P32249. EBI2 beta-arrestin recruitment, luminescence, 7a,25-OHC stimulated. inhibition, % at 5 µM. hit rate 0.81% among 360,000; in the data active = inhibition above about 38%;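 also: enzyme fragment complementation signal reports receptor beta-arrestin coupling in cells; 0% = agonist plus DMSO wells and 100% = wells without agonist; some results beyond the cut were filed as inactive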
Target sequence (P32249 whole entry, looked up, the tested form may be a part): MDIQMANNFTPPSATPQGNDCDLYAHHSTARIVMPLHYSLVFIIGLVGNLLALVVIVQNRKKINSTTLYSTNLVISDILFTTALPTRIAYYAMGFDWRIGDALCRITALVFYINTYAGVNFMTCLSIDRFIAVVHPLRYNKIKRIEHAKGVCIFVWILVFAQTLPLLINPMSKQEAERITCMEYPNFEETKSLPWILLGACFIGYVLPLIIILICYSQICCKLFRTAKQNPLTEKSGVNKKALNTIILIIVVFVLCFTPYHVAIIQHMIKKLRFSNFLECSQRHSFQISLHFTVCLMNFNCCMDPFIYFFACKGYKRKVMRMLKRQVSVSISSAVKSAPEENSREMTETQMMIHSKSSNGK
Gli-Sufu block: Gli-Sufu pathway antagonism; Sufu-KO-LIGHT fibroblasts, Gli luciferase reporter luminescence; inhibition, % at 5 µM; hit rate 0.74% among 340,000;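 active = inhibition above about 55%, limit read from the data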;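 also: 0% = DMSO-treated cells and 100% = wells with medium but no cells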
CCR6 antag: antagonists of human CCR6 receptor; P51684; CHO-K1 CCR6 PathHunter beta-arrestin, luminescence, CCL20-stimulated; inhibition, % at 20 µM; hit rate 0.49% among 340,000;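 active = compounds whose inhibition of the agonist-driven luminescence signal at 20 µM reaches about 50%, limit read from the data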;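 also: cells stimulated with CCL20 at 14 nM final; plate controls were DMSO with CCL20 for no effect and DMSO without agonist for full effect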
Target sequence (P51684 whole entry, looked up): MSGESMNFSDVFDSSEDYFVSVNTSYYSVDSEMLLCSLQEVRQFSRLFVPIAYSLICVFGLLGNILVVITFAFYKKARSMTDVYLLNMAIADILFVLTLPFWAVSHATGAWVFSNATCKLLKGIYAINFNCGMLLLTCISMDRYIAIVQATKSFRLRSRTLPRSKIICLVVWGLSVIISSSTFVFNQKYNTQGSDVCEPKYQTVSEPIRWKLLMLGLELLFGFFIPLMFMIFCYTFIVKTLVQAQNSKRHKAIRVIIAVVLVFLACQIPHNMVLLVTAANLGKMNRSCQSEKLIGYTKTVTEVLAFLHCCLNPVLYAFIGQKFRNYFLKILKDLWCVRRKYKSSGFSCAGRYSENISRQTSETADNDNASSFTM
Mdm2 MdmX PPI: disrupts the human Mdm2-MdmX interaction. O15151+Q00987. SaOS-2 split-luciferase Mdm2/MdmX complementation, luminescence. inhibition, % at 8 µM. hit rate 3% among 330,000;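 active = inhibition of at least 50% at 8 µM in the primary screen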
Jurkat NFkB inh: lowers PMA/ionomycin-induced NF-kB signal in Jurkat cells | PMA/ionomycin-induced NF-kB luciferase reporter, luminescence | inhibition, % at 4 µM | hit rate 0.53% among 330,000 | AID 435003; in the data active = inhibition above about 50%
Active calls of the source: *; . = not tested or not shown.

SMILES	UPR XBP1 act	697 NFkB inh	CXCR6 block	CHOP UPR activ	EBI2 block	Gli-Sufu block	CCR6 antag	Mdm2 MdmX PPI	Jurkat NFkB inh
C[C@]12CC[C@H](O)C[C@@H]1CC[C@@H]1[C@@H]2CC[C@@]2(C)[C@H]1CCC(=O)[C@]21CCCO1	0	8	-10	-1.0	4	-6	-3	-2	.
CCn1c(=O)c(C(=O)Nc2ccc(C)cc2)c(O)c2ccccc21	-5	-1	8	2.1	6	-8	-2	-13	-20
Cc1ccc(S(C)(=O)=O)cc1C(=O)OCC(=O)N1CCCC1=O	0	9	-11	3.7	-4	-1	0	20	3
CSCCC(NC(=O)c1ccccc1)C(=O)OCC(=O)NCc1ccco1 (stereo unspecified)	1	3	5	0.3	-2	-3	13	17	8
O=c1c2ccccc2nnn1CSc1nnc(-c2cccs2)n1Cc1ccccc1	1	-103	2	0.0	5	11	10	61*	-28
COc1ccc(OCC(O)CNC(=O)c2ccc(Br)cc2)cc1 (stereo unspecified)	-3	4	3	2.3	53*	4	21	7	5
COC(=O)CC(=O)CSc1nc(C)cc(C)c1C#N	2	5	7	0.3	0	2	5	-19	-13
COC(=O)c1ccsc1NC(=O)CN1CCN(c2ccc(F)cc2)CC1	-2	-17	4	-4.1	11	17	-10	20	1
O=C(C[n+]1ccn(CCCNP2(=O)C=C(c3ccccc3)OC(c3ccccc3)=C2)c1)c1cccs1	-4	-4	0	-0.2	-1	-11	3	-8	-10
Oc1cccnc1CCc1ccccc1	-3	10	-10	1.8	-1	-27	0	-7	-2
O=C(O)CN=C1NC2(CCCCC2)Cc2ccccc21	-1	2	-4	0.4	-11	9	-3	14	4
CCN1CCN(c2nc(C)nc3c2sc(=S)n3C)CC1	-1	7	-7	-1.2	1	11	3	5	6
CCc1nc(SCC(=O)c2c[nH]c3ccccc23)n[nH]1	0	9	-2	2.9	3	-7	1	24	1
CCc1nc(SCc2cccnc2)c(C#N)cc1C	-1	7	-4	-1.7	11	8	13	-5	-2
COc1ccc(CCN2C(=O)CS/C2=N/NC(=O)c2ccccc2F)cc1OC	-3	-6	-13	-1.6	-3	6	8	-7	-3
CCCn1c(N)c(N(CCOC)C(=O)c2ccc(N3CCCC3=O)cc2)c(=O)[nH]c1=O	-2	-4	1	0.6	-11	-5	4	4	9
O=C(COC(=O)c1ccncc1)c1ccc(Br)cc1	12	12	5	-0.9	0	0	15	-4	-1
CCCc1cc(N2CCCC(C(=O)NCc3ccc4c(c3)OCO4)C2)n2ncnc2n1 (stereo unspecified)	0	7	-2	-1.8	-9	8	-4	25	10
Clc1ccccc1-c1nnc(-c2cccs2)o1	3	-119	-3	2.7	-6	-90	3	-123	-86
CCNc1cc2n(c(=O)n1)CCc1cc(OC)c(OC)cc1-2	0	29	8	-1.4	-10	4	11	13	3

14 of the compounds above, bar-delimited.
structure | UPR XBP1 act | 697 NFkB inh | CXCR6 block | CHOP UPR activ | EBI2 block | Gli-Sufu block | CCR6 antag | Mdm2 MdmX PPI | Jurkat NFkB inh
COC(=O)CC(=O)CSc1nc(C)cc(C)c1C#N | 2 | 5 | 7 | 0.3 | 0 | 2 | 5 | -19 | -13
COC(=O)c1ccsc1NC(=O)CN1CCN(c2ccc(F)cc2)CC1 | -2 | -17 | 4 | -4.1 | 11 | 17 | -10 | 20 | 1
O=C(C[n+]1ccn(CCCNP2(=O)C=C(c3ccccc3)OC(c3ccccc3)=C2)c1)c1cccs1 | -4 | -4 | 0 | -0.2 | -1 | -11 | 3 | -8 | -10
Oc1cccnc1CCc1ccccc1 | -3 | 10 | -10 | 1.8 | -1 | -27 | 0 | -7 | -2
O=C(O)CN=C1NC2(CCCCC2)Cc2ccccc21 | -1 | 2 | -4 | 0.4 | -11 | 9 | -3 | 14 | 4
CCN1CCN(c2nc(C)nc3c2sc(=S)n3C)CC1 | -1 | 7 | -7 | -1.2 | 1 | 11 | 3 | 5 | 6
CCc1nc(SCC(=O)c2c[nH]c3ccccc23)n[nH]1 | 0 | 9 | -2 | 2.9 | 3 | -7 | 1 | 24 | 1
CCc1nc(SCc2cccnc2)c(C#N)cc1C | -1 | 7 | -4 | -1.7 | 11 | 8 | 13 | -5 | -2
COc1ccc(CCN2C(=O)CS/C2=N/NC(=O)c2ccccc2F)cc1OC | -3 | -6 | -13 | -1.6 | -3 | 6 | 8 | -7 | -3
CCCn1c(N)c(N(CCOC)C(=O)c2ccc(N3CCCC3=O)cc2)c(=O)[nH]c1=O | -2 | -4 | 1 | 0.6 | -11 | -5 | 4 | 4 | 9
O=C(COC(=O)c1ccncc1)c1ccc(Br)cc1 | 12 | 12 | 5 | -0.9 | 0 | 0 | 15 | -4 | -1
CCCc1cc(N2CCCC(C(=O)NCc3ccc4c(c3)OCO4)C2)n2ncnc2n1 (stereo unspecified) | 0 | 7 | -2 | -1.8 | -9 | 8 | -4 | 25 | 10
Clc1ccccc1-c1nnc(-c2cccs2)o1 | 3 | -119 | -3 | 2.7 | -6 | -90 | 3 | -123 | -86
CCNc1cc2n(c(=O)n1)CCc1cc(OC)c(OC)cc1-2 | 0 | 29 | 8 | -1.4 | -10 | 4 | 11 | 13 | 3

Continuation:
SMILES	UPR XBP1 act	697 NFkB inh	CXCR6 block	CHOP UPR activ	EBI2 block	Gli-Sufu block	CCR6 antag	Mdm2 MdmX PPI	Jurkat NFkB inh
CC1Cc2ccccc2N1c1ncnc2c1nnn2Cc1ccccc1Cl (stereo unspecified)	-2	-13	5	0.8	16	-2	23	16	-12
CC(=O)c1ccccc1NC(=O)COC(=O)C1=NN(c2ccccc2)C(=O)CC1	0	0	5	-1.3	-5	-5	7	5	3
CCOC(=O)c1ccc(OCCOc2cccc(C)c2)cc1	-1	5	-3	0.0	-10	-5	3	16	-3
c1ccc(CCNC2=NCCCS2)cc1	-5	1	-32	-3.7	3	-13	-4	0	8
Cc1cc(C)c(C)c(S(=O)(=O)Nc2ccccc2C(=O)NCCCN2CCOCC2)c1C	-3	8	-6	-2.3	-23	10	-4	31	1
Cc1cccc(NC2=C(Cl)C(=O)OC2OC(=O)c2ccco2)c1 (stereo unspecified)	0	6	2	-1.2	5	8	-16	10	-2
Cn1c(=O)n(C)c2cc(S(=O)(=O)N3CCCCC3)ccc21	-4	20	-6	-2.0	-9	-6	2	26	11
COc1ccccc1N(CC(=O)NC1CCCCC1)S(=O)(=O)c1cccs1	1	-8	10	0.8	-3	8	12	-26	10
COc1ccc(C(Nc2ccccn2)c2oc(CO)cc(=O)c2O)cc1 (stereo unspecified)	-1	16	0	4.6	1	-3	0	7	7
COc1ccccc1C(=O)Nc1ccc(-c2nnn(CC(=O)N3CCOCC3)n2)cc1	0	8	-1	-0.6	-8	-23	16	-6	0
COc1ccc(CC(=O)N2CCN(c3ccccc3)CC2)cc1OC	-2	-1	2	0.4	1	11	12	8	10
CN(n1cnc2ccccc2c1=O)S(C)(=O)=O	-2	2	-4	1.6	-16	6	2	3	-2
COC(=O)C1=C(C)N(C2CCCC2)C(=O)C1(NC(C)=O)C(F)(F)F (stereo unspecified)	-5	-7	3	2.5	-11	5	12	2	-4
NC(=O)[C@@H]1CCCN1C(=O)c1cc(COc2ccc3c(c2)CCCC3)on1	4	-3	1	2.2	8	-15	2	-15	-23
Cc1cc(C(=O)NCC(C)(C)N2CCOCC2)c(C)o1	1	-5	-5	-0.8	-7	-5	11	-26	-11
Nc1nonc1-n1nnc(C(=O)N/N=C/c2c(Cl)cccc2Cl)c1CSC1=NCCS1	1	15	7	-0.6	-37	-20	6	39	0
CC(=O)OC1OCCOC1NC(=S)NCc1ccco1 (stereo unspecified)	-2	10	-1	1.5	-5	-10	8	9	1
CC(=O)NCCc1ccc(S(=O)(=O)N(C)C2CCS(=O)(=O)C2)cc1 (stereo unspecified)	1	14	-4	-1.7	-2	7	-8	-3	-5
Cc1noc(C)c1COC(=O)c1csc2c1CCC(C)C2 (stereo unspecified)	2	-12	4	1.6	-2	9	11	-12	16
CCOC(=O)c1c(NC(=O)CSc2nnc(CNc3ccc(F)cc3)o2)sc(C(C)=O)c1C	-1	18	6	1.5	-3	3	11	-12	0
CCc1ccc(C2CC(=O)N3CN(c4ccccc4)CSC3=C2C#N)cc1 (stereo unspecified)	-3	-15	3	1.1	9	-11	19	11	0
O=C(O)/C=C/c1cn(Cc2ccccc2Cl)nc1-c1ccccc1	-1	4	-5	0.0	-7	3	8	22	1
CCCc1cc(C(=O)Nc2cc(C)on2)no1	5	-37	-3	4.4	-6	-9	5	-34	-25
CC1(NC(=O)COc2ccccc2-c2ccccc2)CCS(=O)(=O)C1 (stereo unspecified)	-2	20	-5	-2.4	-5	3	5	9	5
COC(=O)c1ccc(-n2nnnc2SCC(=O)Nc2ccccc2C(=O)OC)cc1	.	.	5	.	9	-10	13	.	.
N#Cc1c(N2CCN(C(=O)c3ccccc3Cl)CC2)nc(-c2ccccc2)c2c1CCCC2	-3	5	16	-1.1	15	-9	17	4	-1
O=C(O)c1nn(-c2cccc(C(F)(F)F)c2)ccc1=O	-1	9	13	-0.1	-12	5	13	6	4
CCCc1nc(SCC(=O)N2CCCC2)c2c(=O)n(C)c(=O)n(C)c2n1	-5	-6	-4	1.0	-3	19	12	14	-10
O=C(O)CCCN1C(=O)/C(=C\c2ccco2)SC1=S	.	.	-3	.	-9	6	15	.	.
CC(=O)c1ccc(OC(C)C)c(Cc2c(O)nc(N)[nH]c2=O)c1	0	6	4	1.9	-4	-5	9	-12	-3
CC(=O)Nc1ccc(OCCC[n+]2cccc(C(=O)[O-])c2)cc1	-3	11	6	2.9	7	-1	0	-12	5
N#CCCN(Cc1ccccc1)C(=S)Nc1ccccc1	0	4	5	1.0	-7	3	6	3	0
O=C(O)Cc1sc(-c2ccc(Cl)cc2)nc1-c1ccccc1	-1	-65	6	-0.2	1	5	4	-6	-71
O=C(CN1CCN(C(=O)N2CCOCC2)CC1)Nc1cc(Cl)ccc1Cl	0	4	-2	0.3	-10	0	8	-16	-5
CC(=O)N1CCN(c2cccc(C)c2C)CC1	3	-33	-3	-0.6	-3	5	-3	-20	-6
CCCn1c(C)cc(/C=C(\C#N)C(=O)OCC(=O)N(CC)c2c(N)n(Cc3ccccc3)c(=O)[nH]c2=O)c1C	.	.	8	.	10	-2	15	.	.
O=C(O)C12CC3CC(C1)CC(n1ncc(N4CCN(c5ccccc5)CC4)c(Cl)c1=O)(C3)C2	-3	3	-7	5.7	-22	-2	-13	-2	7
CC1CC(C)(C)NC(=S)N1CCC(=O)N1c2ccccc2CC1C (stereo unspecified)	-2	-2	-5	0.6	-6	12	8	-6	7
CCOC(=O)c1ccc(NC(=O)CSC2=NC(=O)C(CC)C(=O)N2)cc1 (stereo unspecified)	-2	6	-3	-1.3	4	5	-3	-1	-15
